T cell modulator: T cell immune modulation candidate; calls only at 7 µM; 330,000 compounds, 0.068% hits; 2C CD8+ T cell-vesicle binding, flow cytometry; stronger effect = lower value;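 active means response, share of CD8 T cells binding vesicles, and their 90th percentile fluorescence all below set limits, cut at about 80% in these data, passing the limit was not always enough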
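Assay system: 2C TCR transgenic mouse naive CD8+ T cells, MACS-purified | Read-out: CD8+ gate FL2 mean fluorescence as % of same-row positive control | Signal: High-throughput flow cytometry with anti-B7-1 and anti-CD8 staining | Timing: Binding step 1.5 h, 37 °C, antibody labelling 20 min, ice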
Lipid droplet: hepatic lipid droplet formation modulation | AID 1656 | inhibition, % at 6.5 µM | AML12 mouse hepatocytes, oleate lipid droplets, BODIPY imaging | 240,000 compounds, 0.4% hits;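 active means lipid droplet intensity inhibited by at least 50%, with more than 500 cells counted; inconclusive means wells with under 300 cells, treated as cytotoxic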
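material = mouse AML12 hepatocyte cell line, fixed after treatment | also added = 100 µM oleic acid challenge | doses = compound at 6.5 µM only | schedule = overnight exposure | technique = Image-based BODIPY and DAPI two-channel analysis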
MT stabilize HCS: microtubule stabilizers in HeLa cells | 200,000 compounds, 0.83% hits | % tubulin-high responders, % at 10 µM | HeLa tubulin immunostaining HCS, 24 h; share of cells brighter than vehicle mean+2SD | AID 2205;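 active means plate Z-score above 3 for both tubulin-high and condensed-nucleus cell shares, with cell loss under 80%, at 10 µM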;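 further: anti alpha tubulin signal scored within the nucleus-defined area of each cell; some results filed as inactive read as strong as hits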
bCat nuc transl: alters nuclear translocation of beta-catenin in HeLa cells. immunofluorescence imaging. nuclear translocation activity, % at 5 µM. 190,000 compounds, 0.3% hits;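 active means nuclear translocation activity above 50% at 5 µM, with a well cell count of 50 or more; inconclusive means wells under 50 cells across six images, flagged as toxic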;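 further: per-cell ratio of nuclear to cytoplasmic median beta-catenin stain intensity; plate controls were DMSO negative control for no effect and GSK-3 inhibitor IX positive control for full effect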
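assay system = human HeLa cells, endogenous beta-catenin | times = compound treatment 24 h, 37°C, 5% CO2 | detection = Anti-beta-catenin immunofluorescence on PFA-fixed, Triton-permeabilized cells, DAPI nuclei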
Autophagy mod: alters autophagy in cells; calls only at 10 µM (by protocol); MEF GFP-LC3 puncta imaging; test concentration mostly 10 µM; 190,000 compounds, 0.98% hits;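 active means percentage of spot-positive cells more than 3 SD above its plate mean, without a fluorescence outlier flag or 80% toxicity; inconclusive means no clear call, values can overlap the other calls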;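 further: spot-positive cell cutoff set from DMSO-treated cells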
WT yeast gro inh: growth inhibition of WT yeast, mitochondrial fusion screen. mitochondrial fusion phenotypic screen, WT strain. inhibition, % at 10 µM. 190,000 compounds, 2.1% hits. AID 1362; in the data active means inhibition above about 58%; tested in S. cerevisiae
West Nile antiviral: inhibition of WNV-induced cytopathic effect – cell-based, CPE readout (AID 1621). West Nile virus-infected cells, CPE inhibition; higher % means a stronger effect. 290,000 compounds, 0.02% hits. CPE inhibition, % at 10 µM; hits with a dose series show IC50 in µM; in the data active means a potency from the dose series; inconclusive means CPE inhibition mostly from about 3.7% at the one dose, without a potency; inactive means the rest, 99 in 100 with CPE inhibition below about 2.2%; further: strong numbers were not always called active
Insulin prom up: MIN6 insulin promoter up-regulation. AID 1625. 190,000 compounds, 0.3% hits. MIN6 insulin promoter-GFP reporter, high-content imaging; stronger effect = higher value. z-score at 5 µM;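 active means z-score above 3 at 5 µM with at least 500 cells counted in the well; inconclusive means wells under 500 cells, flagged as cytotoxic or low count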
Myeloid diff 2: myeloid differentiation induction; ER-HoxA9 myeloid progenitors, lysozyme-GFP differentiation, flow cytometry; AID 624256; calls only at 10 µM; 360,000 compounds, 1% hits;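 active means normalized GFP-positive differentiation at or above the plate's own cutoff, the solvent-only control mean plus 3 SD; inconclusive means no clear call, values can overlap the other calls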;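 further: cells exposed to compound for four days before flow analysis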
WT yeast gro inh mutant strain: second read-out of WT yeast gro inh, no call of its own (marks repeat the call); inhibition, %; mitochondrial fusion phenotypic screen, mutant strain inhibition
Insulin prom up cell count: also measured in Insulin prom up; calls as there; cell count; measured here: cytotoxicity, nuclei count;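 total cells summed across four imaged fields per well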
Lipid droplet cells 6.5 µM: recorded beside Lipid droplet, whose call it bears; cell count; measured here: cell count, cytotoxicity flag;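 cells counted across two imaged fields per well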
bCat nuc transl cell count 5 µM: second read-out of bCat nuc transl, no call of its own (marks repeat the call); cell count; measured here: cell count, cytotoxicity flag
T cell modulator vesicle-bound %: recorded beside T cell modulator, whose call it bears; double positive events, %; measured here: CD8+ vesicle-bound cell fraction;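 binding gate set so that unloaded-vesicle control wells show 10% double positive cells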
MT stabilize HCS Hoechst-high %: second read-out of MT stabilize HCS, no call of its own (marks repeat the call); % Hoechst-high responders; measured here: nuclear condensation Hoechst responders;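 share of cells brighter than vehicle mean plus two SD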
MT stabilize HCS cytotoxicity %: further read-out of MT stabilize HCS, marked with its call; toxicity, %; measured here: cytotoxicity by cell density;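 0% = mean cell density of plate MIN control wells and 100% = no cells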
Autophagy mod cell loss 18 h: second read-out of Autophagy mod, no call of its own (marks repeat the call); toxicity, %; measured here: cell loss, nuclei count;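 cell loss after 18 h compound exposure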
Myeloid diff 2 GFP+ MAC1+ %: further read-out of Myeloid diff 2, marked with its call; GFP+ MAC1+ double positive, %; measured here: differentiation confirmed by MAC1 staining
* hit, by the source's call; i = inactive; ? = inconclusive; nt = no result given. Compounds as they come. About 3.9% of those tested had a hit in this group.

SMILES	T cell modulator	T cell modulator vesicle-bound %	Lipid droplet	Lipid droplet cells 6.5 µM	MT stabilize HCS	MT stabilize HCS Hoechst-high %	MT stabilize HCS cytotoxicity %	bCat nuc transl	bCat nuc transl cell count 5 µM	Autophagy mod	Autophagy mod cell loss 18 h	WT yeast gro inh	WT yeast gro inh mutant strain	West Nile antiviral	Insulin prom up	Insulin prom up cell count	Myeloid diff 2	Myeloid diff 2 GFP+ MAC1+ %
COc1ccc(/C=C2/SC(=O)N(CCNC(=O)C3CCCN3C(=O)c3cccs3)C2=O)cc1 (stereo not drawn)	i	57	4	651	4.2	3.6	7.2	nt	nt	i	9	1	5	-1.0%	-4.6	613	i	0.5
COc1ccc(CCNC(=O)C2CCC(=O)N2S(=O)(=O)c2ccc(C)cc2)cc1 (stereo not drawn)	i	41	-4	802	nt	nt	nt	nt	nt	nt	nt	nt	nt	-0.8%	nt	nt	i	0.7
N#CCn1c2ccccc2c2nc3ccccc3nc21	i	62	6	654	1.9	2.3	5.5	-0.5	932	i	8	5	13	0.2%	0.14	1538	i	0.3
CC(C)Cc1ccc(C(=O)Nc2ccc(Cc3ccncc3)cc2)o1	i	59	-2	831	nt	nt	nt	nt	nt	nt	nt	nt	nt	0.0%	nt	nt	i	0.2
c1ccc2c(c1)Cn1nc(Cc3nc4c(s3)CCCC4)nc1-2	i	32	nt	nt	5.5	4.5	9.3	-3.4	962	i	1	5	-3	-0.1%	nt	nt	i	0.5
Cc1ccc(OCC(=O)n2cnnc2N)c(C)c1	i	17	3	772	1.6	2.8	9.5	-1.0	1072	i	-6	-2	8	-0.1%	-0.26	1291	nt	nt
Cc1c(CN(C)C)c2c(n1Cc1ccccc1)C(=O)c1ccc(Br)cc1-2	i	35	19	769	1.7	1.3	5.8	-6.9	901	i	2	82*	79*	1.4%	nt	nt	i	2.1
Nc1nonc1NC(=O)CSc1nc2ccccc2s1	i	21	5	730	1.6	1.6	9.6	-0.2	1190	i	-3	0	-4	0.4%	0.09	1370	i	1.3
Cc1nc2nc[nH]n2c(=O)c1NS(C)(=O)=O	i	48	19	780	6.0	2.0	18	-5.6	1270	i	34	41	6	-0.2%	-0.32	1065	i	1.0
CN(C(=O)c1coc(=O)c2ccccc12)c1ccccc1Cl	i	46	-33	704	4.9	1.0	11	-2.0	1115	i	9	-4	14	-1.0%	0.59	1098	i	1.3
CCC(=Nc1ccccc1)C1=C(O)CC(C)(C)CC1=O	nt	nt	29	770	1.5	1.2	2.0	-0.9	1113	i	14	3	6	-0.1%	0.44	1298	nt	nt
CN1CCn2c1nc(N1CCCCC1)nc2=O	i	24	4	751	3.0	0.4	19	1.0	1181	i	3	7	-9	0.2%	0.64	1255	i	0.6
O=C(CN1CCC(NC(=O)c2cccc(F)c2)CC1)NCc1ccccc1F	i	20	nt	nt	2.3	2.8	9.2	1.8	1407	i	17	-1	-5	nt	0.98	1177	i	1.5
Cc1ccc(Nc2nc(C)cc(C)n2)c(Br)c1	i	52	nt	nt	2.9	1.8	1.4	-2.3	932	i	5	15	-10	0.2%	nt	nt	i	0.5
CCn1c(SCc2cccc(C)c2)nnc1-c1ccc(C)cc1	i	29	nt	nt	2.0	1.4	7.8	0.6	1430	i	5	-3	9	2.8%	-0.48	1150	i	6.3
COc1cc(OC)cc(C(=O)NNC(=S)NC(=O)c2cccnc2)c1	i	35	0	705	nt	nt	nt	nt	nt	nt	nt	nt	nt	1.4%	nt	nt	i	0.3
COc1cccc2cc(C(=O)n3ccc(C)n3)c(=O)oc12	i	55	-1	786	2.7	1.3	5.9	2.1	859	i	2	2	-2	-0.1%	0.47	1204	i	0.6
O=C(CCCc1nc2ccccc2s1)N1CCN(S(=O)(=O)c2cccs2)CC1	i	57	nt	nt	2.0	1.8	5.0	1.9	1350	nt	nt	-11	-9	-0.1%	-0.41	1405	i	1.6
CC(=O)N1CCN(C(=O)c2oc3ccccc3c2C)CC1	i	64	9	772	nt	nt	nt	nt	nt	nt	nt	nt	nt	-0.3%	nt	nt	i	1.2
O=C(Nc1ccc(OCc2ccccc2)cc1)c1cccc([N+](=O)[O-])c1	i	47	-2	693	3.1	2.2	1.2	nt	nt	i	-5	6	14	-0.9%	0.58	1151	i	0.5
Clc1ccc(-c2cc3ccccc3nc2N2CCCC2)cc1	i	56	19	645	1.6	1.5	8.0	0.6	1090	i	-5	70*	66*	-0.3%	0.01	1923	i	1.0
COc1ccc(S(=O)(=O)Nc2nc3ccccc3s2)cc1	i	48	5	770	1.5	1.3	8.0	-7.2	1061	i	1	-7	10	0.0%	0.58	747	i	0.4
CCCCn1c(-c2ccc(Cl)c(Cl)c2)nc2cc3[nH]c(=O)c(C(C)C)nc3cc21	i	15	1	819	nt	nt	nt	nt	nt	nt	nt	nt	nt	1.4%	nt	nt	i	1.0
CCc1ccc(N(C(=O)c2csnn2)C(C(=O)NC(C)(C)C)c2cccnc2)cc1 (stereo not drawn)	i	19	-9	620	2.2	3.6	3.0	0.4	1533	i	14	-2	-5	0.6%	nt	nt	i	0.6
O=C(COc1ccc2c(c1)OCO2)Nc1nncs1	i	21	-9	837	nt	nt	nt	nt	nt	nt	nt	nt	nt	0.8%	nt	nt	i	0.5
Cc1cc(Br)c(OCC(=O)NN)c2c1CCC2	i	24	4	712	nt	nt	nt	-0.4	1224	nt	nt	nt	nt	-0.2%	-0.69	1525	i	0.5
CC(NC(=O)c1ccc(C(C)(C)C)cc1)C(=O)O (stereo not drawn)	i	44	10	750	3.5	2.0	8.3	nt	nt	i	-5	-3	-4	-0.6%	nt	nt	i	2.7
Cc1cc(C)cc(OCC(=O)OCC(=O)c2cc(C)n(C3CC3)c2C)c1	i	36	-1	806	nt	nt	nt	nt	nt	nt	nt	nt	nt	0.3%	nt	nt	?	nt
CCOc1ccc(-c2[nH]ncc2Oc2cccc(OC)c2)c(O)c1	i	11	nt	nt	13	5.8	9.3	0.6	947	i	-9	40	38	0.1%	nt	nt	i	0.4
CC1CC(C)(C)NC(=S)N1CCC(=O)NCc1ccc(Cl)cc1 (stereo not drawn)	i	23	3	705	6.5	2.9	9.5	-0.2	976	i	-2	4	8	-0.5%	-0.53	1337	i	0.5
Fc1ccccc1CSc1nncn1NCc1cccs1	i	50	-14	758	3.6	2.4	1.4	2.6	515	i	-5	2	2	-0.4%	nt	nt	i	1.9
O=C(CCN1C(=O)C2C3CCC(C3)C2C1=O)OCC(=O)c1ccc(Br)cc1 (stereo not drawn)	i	11	7	800	nt	nt	nt	nt	nt	nt	nt	nt	nt	-0.3%	nt	nt	i	0.8
O=c1[nH]c2ccc(S(=O)(=O)N3CCN(c4ccccc4F)CC3)cc2s1	i	60	0	700	2.4	4.2	4.7	-1.3	1087	i	9	37	2	-0.5%	0.13	1220	i	0.2
Cc1ccc(C2=NN(CC(=O)NCc3ccco3)C(=O)CC2)cc1	i	38	9	638	4.7	2.8	7.9	-1.5	1110	i	7	8	8	-0.1%	0.26	1471	i	0.3
C=CCNC(=S)Nc1cc(S(=O)(=O)N2CCOCC2)ccc1-n1cncn1	i	32	119*	591*	2.8	5.1	5.1	-1.8	1068	i	-7	-12	2	0.0%	0.51	1405	i	0.7
NC(=NCCc1ccccc1)NS(=O)(=O)c1ccc2ccccc2c1	i	34	-1	615	1.6	2.4	3.8	1.2	958	i	7	-8	-6	0.1%	-0.38	1246	i	0.6
Cc1ccc(S(=O)(=O)N/N=C\C=C\c2ccccc2)cc1	i	17	2	669	2.9	2.5	6.3	-1.3	1051	i	17	-13	-38	-0.6%	0.05	1898	nt	nt
O=C(CSc1nccn1-c1ccccc1)NCc1ccc(F)cc1	i	63	-5	716	nt	nt	nt	0.0	1097	i	-11	5	-22	-0.4%	-0.27	1389	i	0.6
COc1ccc(S(=O)(=O)N2CCC(C(=O)Nc3ccccc3N3CCCCC3)CC2)cc1OC	i	23	-8	830	nt	nt	nt	nt	nt	nt	nt	nt	nt	-0.7%	nt	nt	i	1.6
O=C(COc1ccccc1)Nc1ccc(Cl)cn1	i	6	25	737	4.6	1.4	2.4	1.9	921	i	33	5	-5	1.4%	nt	nt	i	0.1
O=C(NNC(=O)c1cccc2ccccc12)c1ccc2c(c1)OCO2	i	20	17	765	nt	nt	nt	-4.9	1193	nt	nt	nt	nt	-0.4%	-0.26	1414	i	0.3
O=C(Cn1nc(C(=O)O)c2ccccc2c1=O)NCCC1=CCCCC1	i	29	0	730	4.1	2.0	10	-0.9	1076	i	-2	4	6	0.3%	-0.05	1194	i	1.2
CC(C)(C)C1CCC(=NNC(=S)Nc2cccnc2)CC1 (stereo not drawn)	i	55	-8	699	2.8	1.7	9.8	-0.1	1033	i	11	2	21	-0.3%	0.27	1328	nt	nt
CC(C)(C)C(=O)/C=C/Nc1ccccc1O	i	24	-7	736	1.4	0.9	10	3.9	1146	i	-10	57	38	0.0%	nt	nt	i	19

Fetched one by one from the list above (2):
SMILES	T cell modulator	T cell modulator vesicle-bound %	Lipid droplet	Lipid droplet cells 6.5 µM	MT stabilize HCS	MT stabilize HCS Hoechst-high %	MT stabilize HCS cytotoxicity %	bCat nuc transl	bCat nuc transl cell count 5 µM	Autophagy mod	Autophagy mod cell loss 18 h	WT yeast gro inh	WT yeast gro inh mutant strain	West Nile antiviral	Insulin prom up	Insulin prom up cell count	Myeloid diff 2	Myeloid diff 2 GFP+ MAC1+ %
CCc1ccc(N(C(=O)c2csnn2)C(C(=O)NC(C)(C)C)c2cccnc2)cc1 (stereo not drawn)	i	19	-9	620	2.2	3.6	3.0	0.4	1533	i	14	-2	-5	0.6%	nt	nt	i	0.6
O=c1[nH]c2ccc(S(=O)(=O)N3CCN(c4ccccc4F)CC3)cc2s1	i	60	0	700	2.4	4.2	4.7	-1.3	1087	i	9	37	2	-0.5%	0.13	1220	i	0.2

Screening data as filed in PubChem BioAssay.
